ERp5 block: ERp5 (human) disulfide isomerase inhibition; ERp5 insulin aggregation, absorbance 650 nm, 90 min; inhibition, % at 9.99 µM; hit rate 0.05% among 350,000; AID 651711;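 active = mean replicate inhibition above about 25%, with every replicate also reaching it, limit read from the data, passing the limit was not always enough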
Target sequence (Q15084 whole entry, looked up): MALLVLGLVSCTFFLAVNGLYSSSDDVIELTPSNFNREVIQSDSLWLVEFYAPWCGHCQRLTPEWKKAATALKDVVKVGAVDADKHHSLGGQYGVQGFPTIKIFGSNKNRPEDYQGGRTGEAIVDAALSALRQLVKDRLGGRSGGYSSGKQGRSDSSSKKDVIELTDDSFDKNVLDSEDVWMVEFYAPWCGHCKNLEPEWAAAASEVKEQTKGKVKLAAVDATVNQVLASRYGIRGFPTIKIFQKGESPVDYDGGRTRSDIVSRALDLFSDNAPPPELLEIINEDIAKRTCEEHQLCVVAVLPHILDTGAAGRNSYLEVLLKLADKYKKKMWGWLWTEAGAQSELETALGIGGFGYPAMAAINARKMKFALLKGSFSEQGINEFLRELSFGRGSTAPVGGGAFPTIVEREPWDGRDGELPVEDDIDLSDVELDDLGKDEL
SIRT5 block: sirtuin-5 (human) deacylase inhibition; Purified SirT5, succinyl-peptide AMC, trypsin-coupled fluorescence; hit rate 1.1% among 330,000; Q9NXA8; inhibition, % at 15 µM; in the data active = inhibition above about 15%
Target sequence (Q9NXA8 whole entry, looked up): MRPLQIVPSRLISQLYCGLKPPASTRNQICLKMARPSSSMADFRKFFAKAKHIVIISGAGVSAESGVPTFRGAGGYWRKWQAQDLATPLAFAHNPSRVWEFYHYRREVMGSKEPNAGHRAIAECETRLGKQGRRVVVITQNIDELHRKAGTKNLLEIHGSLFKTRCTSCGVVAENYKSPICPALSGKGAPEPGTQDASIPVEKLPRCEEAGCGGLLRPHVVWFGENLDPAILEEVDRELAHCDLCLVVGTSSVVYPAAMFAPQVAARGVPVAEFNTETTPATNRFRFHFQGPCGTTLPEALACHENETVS
An asterisk follows results filed as active. Some of the compounds tested; count on the stated rates, not on these rows.

SMILES	ERp5 block	SIRT5 block
C/C=C/c1ccc([C@H]2[C@@H](CO)N(C(=O)CN(C)C)[C@H]2CNC(=O)CC)cc1	2.3	-1.3
O=C(c1ccc(F)cc1)N1CC(=O)N2[C@H](CO)[C@H](c3ccc(C#Cc4ccc(F)cc4)cc3)[C@@H]2C1	-1.3	1.3
O=C(C1=C[C@H](c2csc3ccccc23)C[C@H](OCc2ccc(CO)cc2)O1)N1CCCCCCC1	0.0	2.1
COc1ccc2c3c(n(C)c2c1)[C@@H](CO)N(C(=O)c1ccccc1)CC31CN(C(=O)c2ccccc2)C1	-3.2	3.1
COCC#Cc1ccc([C@@H]2[C@@H](CO)N3C(=O)CN(C(=O)C4CCCCC4)C[C@H]23)cc1	11.3	2.7
Cc1cccc(C)c1NC(=O)C1c2ccccc2OCC(=O)N1Cc1ccccc1 (stereo not drawn)	0.6	2.0
CCOC(=O)[C@]12CCC=C1N(Cc1ccc3c(c1)OCO3)C(=O)[C@H](CC(=O)NCCC(C)C)C2	0.4	2.5
CCN1CC(CN(C)Cc2nc(-c3ccc(C(F)(F)F)cc3)oc2C)CC1=O (stereo not drawn)	3.6	-3.3
O=C(NCc1ccc(F)cc1F)[C@@H]1CCCN1C(=O)[C@@H]1CCCN1C(=O)c1cccc2ccccc12	-2.9	-4.0
O=C(/C=C/c1ccccc1)Nc1cccc(C(=O)NCc2ccccc2)c1	5.9	-6.4
CCCC#Cc1ccc([C@@H]2[C@H]3CN(C(=O)Cc4cccnc4)CC(=O)N3[C@H]2CO)cc1	1.2	-6.0
CC(C)CC#Cc1cnc2c(c1)C(=O)N([C@H](C)CO)C[C@H](C)[C@H](CN(C)Cc1ccccc1)O2	-5.1	-0.9
C[C@@H]1CN([C@H](C)CO)C(=O)c2cc(NS(=O)(=O)c3ccccc3)ccc2O[C@@H](C)CCCCO[C@H]1CN(C)C(=O)c1ccccc1	1.4	4.6
COc1cccc(NC(=O)C[C@@H]2CC[C@H]3[C@@H](COc4ccc(NC(=O)C5CCC5)cc4C(=O)N3C)O2)c1	5.4	-3.0
C[C@H](CO)N1C[C@H](C)[C@H](CN(C)S(=O)(=O)c2cn(C)cn2)Oc2ccc(NC(=O)c3ccncc3)cc2CC1=O	2.8	-1.3
CSCCC(NS(=O)(=O)Cc1ccccc1)C(=O)NNc1ccccc1 (stereo not drawn)	1.5	-1.5
O=C(NCCc1ccc(O)c(Br)c1)c1ccc(Br)o1	0.1	-0.2
COC(=O)[C@H]1[C@H](CO)[C@H]2Cn3c(cccc3=O)[C@H]2N1C(=O)C1CCCC1	7.7	-4.1
O=C(C1CCC1)N1CC(=O)N2[C@@H](CO)[C@@H](c3ccc(-c4cccnc4)cc3)[C@@H]2C1	-0.8	-0.8
COc1ccc2c3c(n(C)c2c1)[C@@H](CO)NCC31CN(CC2CCOCC2)C1	-7.1	1.3
C[C@@H]1CN([C@H](C)CO)C(=O)c2cc(NS(=O)(=O)c3cn(C)cn3)ccc2O[C@@H](C)CCCCO[C@H]1CN(C)S(=O)(=O)c1ccc(F)cc1	-1.8	8.2
C[C@H]1COc2cc(N3CC[C@H](O)C3)ccc2S(=O)(=O)N1	-1.2	-5.4
C[C@@H]1CN([C@@H](C)CO)C(=O)Cc2cc(NC(=O)c3ccncc3)ccc2O[C@@H]1CN(C)S(=O)(=O)c1cn(C)cn1	1.7	5.8
COc1ccccc1-c1ccccc1[C@H]1[C@@H](C#N)N(C(=O)C2CCC2)[C@H]1CO	0.4	1.7
CCCNC(=O)N1CC2(CN(C(=O)c3cccc(F)c3)C2)c2c([nH]c3cc(OC)ccc23)[C@@H]1CO	5.0	-2.5

Quoted at random: 4 records from the list, in no set order.
SMILES	ERp5 block	SIRT5 block
O=C(/C=C/c1ccccc1)Nc1cccc(C(=O)NCc2ccccc2)c1	5.9	-6.4
CSCCC(NS(=O)(=O)Cc1ccccc1)C(=O)NNc1ccccc1 (stereo not drawn)	1.5	-1.5
CCCNC(=O)N1CC2(CN(C(=O)c3cccc(F)c3)C2)c2c([nH]c3cc(OC)ccc23)[C@@H]1CO	5.0	-2.5
C[C@H](CO)N1C[C@H](C)[C@H](CN(C)S(=O)(=O)c2cn(C)cn2)Oc2ccc(NC(=O)c3ccncc3)cc2CC1=O	2.8	-1.3

Next entries
SMILES	ERp5 block	SIRT5 block
O=C(c1cnccn1)N1CC(=O)N2[C@H](CO)[C@H](c3ccc(C#CC4CCCCC4)cc3)[C@H]2C1	-0.8	3.2
COCC(=O)N1CC2(CCN(Cc3cccnc3)CC2)c2c(n(C)c3cc(OC)ccc23)[C@@H]1CO	-2.7	-1.1
CN1CCN(C(=O)C[C@@H]2CC[C@H]3[C@H](COc4ccc(NC(=O)C5CCC5)cc4C(=O)N3C)O2)CC1	-2.4	0.1
O=C(N[C@@H]1C=C[C@H](CC(=O)N2CCc3ccccc3C2)O[C@H]1CO)C1CCOCC1	-0.7	-1.9
COC(=O)N1C[C@H](OCc2ccc3c(c2)OCO3)[C@H]2C[C@@H]1c1ccccc1O2	2.7	-0.8
CN1C(=O)c2cc(NC(=O)C3CCCC3)ccc2OC[C@H]2O[C@H](CC(=O)NCCc3ccncc3)CC[C@H]21	-6.0	1.0
COC(=O)C[C@@H]1CC[C@H](NC(=O)c2ccc3c(c2)OCO3)[C@@H](CO)O1	-0.7	-5.3
Cc1ccc(S(=O)(=O)Nc2ccc3c(c2)C(=O)N([C@H](C)CO)C[C@@H](C)[C@H](CN(C)Cc2ccc(Cl)c(Cl)c2)OCCCC[C@@H](C)O3)cc1	5.3	6.5
COc1cccc(CN(C)C[C@@H]2OCc3ccccc3-c3c(n(C)c4ccccc34)C(=O)N([C@@H](C)CO)C[C@@H]2C)c1	1.1	4.3
O=c1[nH][nH]c2c1[C@H](CCc1cccc(Cl)c1)O[C@H](C1CC1)C2	3.7	0.1
Cc1cccc(-c2noc(-c3ccno3)n2)c1	2.4	1.1
COc1ccc2c3c(n(C)c2c1)[C@H](CO)N(C(=O)Nc1ccc(F)cc1)CC31CCN(S(=O)(=O)c2cn(C)cn2)CC1	2.4	6.6
CN(C)CC(=O)N1[C@H](CO)[C@@H](c2ccccc2-c2ccccc2F)[C@@H]1C#N	-1.1	2.3
COc1ccc2c3c(n(C)c2c1)[C@H](CO)N(C)CC31CN(C(=O)CN2CCOCC2)C1	9.5	3.8
CCS(=O)(=O)N1CC2(C1)[C@@H](c1ccccc1)[C@@H](CO)N2CCC(F)(F)F	-1.0	12.6
Cc1ccc(Cn2nnc3c(=O)n(CC(=O)NCc4ccccc4)cnc32)cc1	-3.2	-1.6
COc1ccccc1CN1[C@H](CO)[C@@H](c2ccccc2)C12CN(C(=O)c1cnccn1)C2	-0.8	3.0
Clc1cccc(CN2CCc3c([nH]c4ccccc34)C2)c1Cl	0.3	-2.6
C[C@H](O)[C@@H]1C(=O)N2CCc3c([nH]c4c(-c5ccccc5)cccc34)[C@@H]2C[C@@H]1N(C)C(=O)c1cc(Cl)cc(Cl)c1	6.2	6.0
CCCCn1c(NC(=O)c2ccco2)c(S(=O)(=O)c2ccc(C)cc2)c2nc3ccccc3nc21	2.3	1.4
Cc1ccc(NC(=O)C(C)N2C(=O)c3ccccc3C2=O)cc1S(=O)(=O)N1CCOCC1 (stereo not drawn)	7.9	-1.0
C[C@@H](NC(=O)C[C@H]1C[C@@H]2c3cc(NC(=O)C4CCC4)ccc3O[C@@H]2[C@H](CO)O1)c1ccccc1	7.5	1.1
CCC(C(=O)c1ccc2ncccc2c1)c1ccccc1 (stereo not drawn)	-6.7	-4.2
O=C(O)C[C@@H]1CC[C@H](NC(=O)CCN2CCCCC2)[C@H](CO)O1	-0.7	-2.8
COc1ccc(Cl)cc1NC(=O)/C=C/C(=O)O	-1.9	-1.5
SMILES	ERp5 block	SIRT5 block
COc1ccc2c3c([nH]c2c1)[C@H](CO)N(Cc1ccccc1F)CC31CCN(C(=O)C2CCCC2)CC1	-8.9	1.6
O=c1[nH]c(=O)c2ccccc2o1	5.2	-2.3
O=C(O)CN1C(=O)/C(=C/C=C/c2ccccc2)SC1=S	2.2	2.0
COc1ccc(-c2ccc([C@H]3[C@H](CO)N4C(=O)CN(C(=O)c5ccccn5)C[C@@H]34)cc2)cc1	5.1	2.2
O=C(/C=C/c1ccccc1)NCC(=O)N/N=C\c1cccnc1	-0.4	3.9
O=C(NCC(=O)N(c1cccnc1)C(C(=O)NC1CCCC1)c1ccc(F)cc1)c1ccco1 (stereo not drawn)	5.5	0.5
CC12CCC(C(=O)N(CC3CO3)C1=O)C2(C)C (stereo not drawn)	-0.9	-4.9
CCCNC(=O)N1CC(=O)N2[C@H](C1)[C@H](c1ccc(C#Cc3ccc(F)cc3)cc1)[C@@H]2CO	-1.5	-1.3
O=C(Nc1cccc(Br)c1)Oc1cccc2cccnc12	-1.5	2.3
c1ccc(N2CCN(c3nc(-c4cccs4)nc4ccccc34)CC2)cc1	7.3	-3.0
Cc1ccc2nc(-c3ccc(Cl)cc3)c(Cc3ccccn3)n2c1	-1.0	-2.7
COc1ccc2c3c([nH]c2c1)[C@H](CO)N(C(=O)NC(C)C)CC31CN(C(=O)NC(C)C)C1	4.0	0.9
O=C(c1cccnc1)N1CC(=O)N2[C@H](CO)[C@H](c3ccc(/C=C/c4ccccc4)cc3)[C@@H]2C1	3.5	8.7
COc1ccc2c3c(n(C)c2c1)[C@H](CO)N(CC1CC1)CC31CN(C(=O)NC2CCCC2)C1	-6.1	-9.0
O=C([C@@H]1[C@@H](CO)[C@@H]2Cn3c(cccc3=O)[C@H]1N2CC1CCCC1)N1CCOCC1	-1.3	-2.8
N#C[C@@H]1[C@@H](c2ccccc2-c2ccccc2)[C@@H](CO)N1C(=O)NC1CCCC1	-2.0	1.9
O=C1[C@H]2[C@@H]3CCN1CCC[C@@H]2C=C[C@@H]3c1ccc(Br)cc1	-3.7	-1.1
CN(C)CC(=O)N1[C@H](CO)[C@H](c2ccccc2)C12CN(CCC(F)(F)F)C2	-2.7	13.0
C[C@H](CO)N1C[C@H](C)[C@H](CN(C)CC2CC2)Oc2ccc(NC(=O)Nc3cccc4ccccc34)cc2CC1=O	0.4	3.7
Cc1ccccc1-c1ccc([C@H]2[C@@H](CO)N3C(=O)CN(C(=O)c4ccncc4)C[C@H]23)cc1	3.1	-3.6
O=C(c1cccnc1)N1CC2(C1)[C@H](c1ccccc1)[C@@H](CO)N2Cc1cccnc1	1.4	-6.8
CC(C)CC#Cc1ccc([C@@H]2[C@H]3CN(S(=O)(=O)c4ccccc4)CC(=O)N3[C@H]2CO)cc1	-11.2	-1.6
CN(C)C(=O)c1ccc(-c2ccccc2[C@H]2[C@H](C#N)N(C(=O)C3CCC3)[C@H]2CO)cc1	0.6	-1.0
COc1ccc(NC(=O)Nc2cccc3c2O[C@@H](CN(C)Cc2ccc(C(=O)Nc4ccccc4N)cc2)[C@@H](C)CN([C@@H](C)CO)C3=O)cc1	1.2	-0.6
COc1ccc([C@H]2CC(=O)C[C@@H](CCn3ccnn3)O2)cc1	-1.5	3.8

Gathered by group: the entries above containing a CF3 group
SMILES	ERp5 block	SIRT5 block
CCN1CC(CN(C)Cc2nc(-c3ccc(C(F)(F)F)cc3)oc2C)CC1=O (stereo not drawn)	3.6	-3.3
CCS(=O)(=O)N1CC2(C1)[C@@H](c1ccccc1)[C@@H](CO)N2CCC(F)(F)F	-1.0	12.6
CN(C)CC(=O)N1[C@H](CO)[C@H](c2ccccc2)C12CN(CCC(F)(F)F)C2	-2.7	13.0

Going on with the list:
SMILES	ERp5 block	SIRT5 block
COCC(=O)N1CC(=O)N2[C@H](CO)[C@H](c3ccc(Br)cc3)[C@@H]2C1	-0.2	-4.5
CS(=O)(=O)N1CC(=O)N2[C@H](C1)[C@@H](c1ccc(C#CC3CCCC3)cc1)[C@@H]2CO	8.6	-2.0
O=C(C1CCCCC1)N1CC2(C1)[C@H](c1ccccc1)[C@@H](CO)N2C(=O)NC1CCCC1	-2.2	-6.3
COc1cccc(CNC(=O)[C@@H]2CCCN2C(=O)[C@@H]2CCCN2C(=O)c2cccc(OC)c2)c1	-8.1	-2.9
O=C(Nc1ccc(F)cc1)C(c1ccnc2ccccc12)N1CCN(c2cccc(C(F)(F)F)n2)CC1 (stereo not drawn)	5.3	3.1
N#C[C@@H]1[C@@H](c2ccccc2-c2ccc(F)cc2)[C@@H](CO)N1C(=O)Cc1ccccc1	-0.2	3.4
COCC(=O)N1[C@@H](CO)[C@H](c2ccccc2)C12CN(C(=O)c1ccccc1)C2	0.9	1.1
COc1ccc2c3c(n(C)c2c1)[C@H](CO)N(C(=O)c1ccccn1)CC31CCN(C(C)=O)CC1	0.0	1.0
O=C(Nc1ccccc1F)N1CC(=O)N2[C@@H](CO)[C@H](c3ccc(-c4ccccc4)cc3)[C@@H]2C1	-3.7	-1.2
COC(=O)[C@@]12C[C@@H](CC(=O)NCc3ccc(C)o3)C(=O)N(Cc3ccco3)C1=CCC(C)(C)C2	0.4	-4.2
CN(C)C(=O)c1cccc(-c2ccccc2[C@H]2[C@@H](C#N)N(C(=O)C3CC3)[C@@H]2CO)c1	0.0	29.4*
O=C1NC[C@@H](CCCCN2CCN(CCc3ccc(O)cc3)C(=O)C2=O)N(Cc2ccccc2)C1=O	2.4	-0.9
Cc1cccc(S(=O)(=O)NNC(=O)c2sc(C)nc2C)c1	1.7	2.4
O=C(C1CCCC1)N1CC(=O)N2[C@H](CO)[C@@H](c3ccc(Br)cc3)[C@@H]2C1	-3.1	-2.2
COc1ccc(C#Cc2ccc([C@@H]3[C@H](CO)N4C(=O)CN(C(=O)c5ccccc5)C[C@@H]34)cc2)cc1	0.3	-32.2
CC(C)(C)NC(=O)C(c1ccccc1F)n1c(=O)c(-c2cc3ccccc3[nH]2)nc2ccccc21 (stereo not drawn)	0.6	-1.3
CS(=O)(=O)N1Cc2cc(C(=O)NCC3CC3)nc(-c3cccc(-c4cccnc4)c3)c2[C@H]1CCO	-2.4	-1.7
O=C(Cc1cccnc1)N1CC[C@@H]2[C@@H](CO)Nc3ccc(C#Cc4ccccc4F)cc3[C@@H]21	-1.5	-2.4
CC(C)c1[nH]nc2c1C(c1cccc(C(F)(F)F)c1)N(c1ccccc1)C2=O (stereo not drawn)	2.1	4.6
